# HCV core dimer = inhibitors of HCV core protein dimerization, primary screen, biochemical, TR-FRET, high-throughput | TR-FRET GST/Flag-core106 dimerization, 1536-well | inhibition, % at 5 µM | 0.33% of 300,000 active;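 active = inhibition above the mean of all tested compounds plus 3 SD, set per screening campaign, cut at about 45% in these data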
#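 Assay system – GST-tagged and Flag-tagged HCV core protein residues 1-106 · Quantity – core106 proteins, GST 13.5 nM and Flag 17 nM · Benchmarks – unlabelled core106 and no-GST-core106 wells · Read-out basis – percent inhibition of core106 dimerization signal · Detection – time-resolved FRET, ex 340 nm, em 617 and 671 nm · Schedule – 4 h at 22.5 °C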
# Efflux pump inh = inhibitors of Candida efflux pumps in yeast, primary screen, S. cerevisiae, Nile Red, multiplex; S. cerevisiae Candida pump triplex; inhibition, % at 10 µM; 0.44% of 330,000 active;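 active = plate passing quality check with inhibition over a set limit, or well fluorescence over plate mean plus 4 SD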;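 note: Nile Red retained in pooled yeast measured as flow cytometry median fluorescence; 0% = buffer negative control and 100% = Enniatin B positive control; higher means more Nile Red kept so more efflux inhibition; some compounds called inactive have numbers as strong as hits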
# proCasp3 act = activators of human procaspase-3 D3A mutant, primary screen, biochemical, absorbance, PC-3 D3A mutant, single concentration; Caspase-3 (Homo sapiens), P42574; recombinant procaspase-3 D3A, Ac-DEVD-pNA absorbance 405 nm; activation, % at 8.5 µM; 0.11% of 330,000 active;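 active = activation above the mean of all tested compounds plus 3 SD, cut at about 21% in these data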;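 note: 0% = DMSO alone and 100% = DMSO wells spiked with extra 5 µM PC-3 D3A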
# Target sequence (P42574 whole entry D9A/D28A/D175A): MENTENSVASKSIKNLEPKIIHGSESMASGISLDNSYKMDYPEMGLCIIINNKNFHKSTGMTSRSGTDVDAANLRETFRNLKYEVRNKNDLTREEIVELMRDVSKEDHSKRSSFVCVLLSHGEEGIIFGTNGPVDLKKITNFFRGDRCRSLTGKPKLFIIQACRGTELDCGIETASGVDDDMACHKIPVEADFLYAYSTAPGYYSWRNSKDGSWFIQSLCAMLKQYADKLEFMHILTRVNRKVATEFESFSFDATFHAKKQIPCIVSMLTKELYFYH
#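 Test system: Procaspase-3 D3A mutant; medium: Zinc-free HEPES/NaCl buffer with 0.01% Triton X-100 at pH 7.4; reagent: DEVD-pNA substrate; doses: one concentration, 8.5 µM nominal, 0.8% DMSO; times: 1 h preincubation plus 2 h reaction at 25 °C; signal: Epi-absorbance at 405 nm of released p-nitroaniline, 0 and 120 min; replicates: singlicate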
# PP1 inh = PP1-alpha phosphatase inhibitors, primary screen, counter-screen for PP5 inhibitor project, biochemical, fluorescence, OMFP substrate, single point. Serine/threonine-protein phosphatase PP1-alpha catalytic subunit (Homo sapiens), P62136. 0.9% of 320,000 active. purified PP1alpha. inhibition, % at 6.7 µM;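 active = inhibition above the mean inhibition of all tested compounds plus 3 SD, computed separately for each screening campaign, cut at about 15% in these data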
# procasp7 counter = procaspase-7 activators, primary screen, counter-screen for procaspase-3 activator project, biochemical, absorbance, HTS, human | Caspase-7 (Homo sapiens), P55210 | recombinant procaspase-7, Ac-DEVD-pNA absorbance 405 nm; D23A/D198A/D206A triple mutant, cannot self-cleave; scale: DMSO 0, 5 µM enzyme 100 | activation, % at 8.5 µM | 0.093% of 330,000 active | AID 463210, 2010;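 active = percent activation above the screen-wide mean plus 3 SD, cut at about 25% in these data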
# Target sequence (P55210 whole entry D23A/D198A/D206A): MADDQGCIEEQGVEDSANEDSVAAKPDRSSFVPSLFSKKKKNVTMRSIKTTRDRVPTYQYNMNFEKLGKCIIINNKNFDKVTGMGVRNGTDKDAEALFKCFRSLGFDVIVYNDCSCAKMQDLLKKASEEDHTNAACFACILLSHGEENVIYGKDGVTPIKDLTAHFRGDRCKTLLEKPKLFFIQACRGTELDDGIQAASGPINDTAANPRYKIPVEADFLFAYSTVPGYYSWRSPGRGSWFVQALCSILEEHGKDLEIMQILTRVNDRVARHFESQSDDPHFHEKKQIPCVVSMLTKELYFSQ
#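 Material: Procaspase-7 triple mutant (PC-7 D3A) | Quantity: 2 µM procaspase-7 mutant as dispensed | Reagent: DEVD-pNA substrate | Times: 1 h preincubation, 2 h reaction | Technique: 405 nm absorbance of p-nitroaniline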
# TPT1 inhibitor = Candida albicans TPT1 enzyme inhibitors, primary screen, biochemical, fluorescence polarization. recombinant caTPT1, FP RNA substrate dephosphorylation. 0.81% of 300,000 active. inhibition, % at 5 µM;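 active = inhibition above the mean of all tested compounds plus 3 SD, set per screening campaign, cut at about 24% in these data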;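 note: plate controls were DMSO alone for no effect and ferristatin control at 100 nM for full effect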
# PP5 inh = PP5 phosphatase inhibitors, primary screen, biochemical, fluorescence; AID 1987, 2009; Serine/threonine-protein phosphatase 5 (Homo sapiens), P53041; inhibition, % at 6.7 µM; 0.18% of 320,000 active; purified PP5c, OMFP substrate fluorescence;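 active = inhibition above the campaign's mean inhibition across all tested compounds plus 3 SD, cut at about 9.5% in these data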;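 note: 0% = DMSO only and 100% = 100 µM cantharidin control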
# Target sequence (P53041 whole entry, looked up): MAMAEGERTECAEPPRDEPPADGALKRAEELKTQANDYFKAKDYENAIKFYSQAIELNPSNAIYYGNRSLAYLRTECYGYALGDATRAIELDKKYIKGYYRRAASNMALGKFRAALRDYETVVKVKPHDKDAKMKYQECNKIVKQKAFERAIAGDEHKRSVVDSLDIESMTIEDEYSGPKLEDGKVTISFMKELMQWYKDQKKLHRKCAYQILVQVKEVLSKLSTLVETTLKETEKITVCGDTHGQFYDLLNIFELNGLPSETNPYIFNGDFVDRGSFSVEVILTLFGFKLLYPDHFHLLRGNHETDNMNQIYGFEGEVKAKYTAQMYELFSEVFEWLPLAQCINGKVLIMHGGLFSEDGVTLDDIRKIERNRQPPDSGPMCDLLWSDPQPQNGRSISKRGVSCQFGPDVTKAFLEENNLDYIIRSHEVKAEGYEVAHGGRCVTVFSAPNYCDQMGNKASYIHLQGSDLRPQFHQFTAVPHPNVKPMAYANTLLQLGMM
# Fh CTSL1 inh = Fasciola hepatica cathepsin L1 inhibitors, primary screen, counter-screen for PFM18AAP inhibitor project, biochemical, QFRET, fluorogenic peptide substrate; recombinant F. hepatica cathepsin L1, Z-Leu-Arg-MCA fluorescence; inhibition, % at 5.96 µM; 0.49% of 300,000 active;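 active = inhibition above the mean of all tested compounds plus 3 SD, set per screening campaign, cut at about 17% in these data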;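 note: 0% = plate median of test compound wells and 100% = 1 µM Z-Phe-Ala-diazomethylketone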
# GASC-1 inh = inhibitors of GASC-1 histone demethylase, primary screen, biochemical, fluorescence, DELFIA europium; Lysine-specific demethylase 4C (Homo sapiens), Q9H3R0; GST-JMJD2C(1-420) H3K9me3 demethylation; inhibition, % at 2.35 µM; 0.069% of 330,000 active;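 active = more than half of a compound's replicate wells show inhibition beyond 50%, single wells judged on their own value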;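 note: signal counts dimethyl H3K9 product captured on neutravidin plate; 0% = median of DMSO wells and 100% = 0.3 times that DMSO median; strong numbers were not always called active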
# * hit, by the source's call; . = not tested or not shown.
SMILES,HCV core dimer,Efflux pump inh,proCasp3 act,PP1 inh,procasp7 counter,TPT1 inhibitor,PP5 inh,Fh CTSL1 inh,GASC-1 inh
O=C(Nc1ccc(N2CCCC2)cc1)C(c1ccccc1)c1ccccc1,8,-0.1,-4,12,-5,10,-2.6,5,8
Cc1ccc(N(C(=O)CNC(=O)c2ccco2)C(C(=O)NC2CCCC2)c2cccnc2)cc1C (stereo unspecified),-6,0.0,-3,2,4,-6,0.0,1,2
CS(=O)(=O)N(CC(=O)NCc1ccccn1)Cc1ccc(Cl)cc1,22,0.0,-9,4,-4,-8,3.4,1,-10
O=C1CN(C(=O)N[C@@H](Cc2ccccc2)C(=O)N[C@H](C(=O)O)c2ccccc2)c2ccccc2N1,2,0.0,-3,-1,-8,0,-0.2,1,22
COC(=O)c1ccc(NC(=O)CSc2nc3ncccc3[nH]2)cc1,-1,0.1,-1,0,11,-2,-1.2,3,4
Cc1cc(Cl)ccc1NNC(=O)c1snnc1C,-5,0.0,1,-4,-10,-1,3.2,0,10
CCS(=O)(=O)N1CCCC(C(=O)NCCc2ccc(C)cc2)C1 (stereo unspecified),-6,0.1,5,-2,-1,-2,4.4,-1,19
O=C(c1cn2ccccc2n1)N1CCc2c([nH]c3ccccc23)C1c1ccccn1 (stereo unspecified),4,-0.1,5,-2,2,-2,-0.7,0,-15
Cc1ccc(-n2c(SCC(=O)Nc3cccc(S(=O)(=O)NC4=NCCCCC4)c3)nc3ccccc3c2=O)cc1,27,-0.1,2,6,-12,-2,1.5,1,-7
CC(C)C(NC(=O)c1ccccc1F)C(=O)NCc1ccc(F)cc1 (stereo unspecified),1,0.1,3,-4,-2,1,1.3,3,12
Cc1ccc(S(=O)(=O)Nc2ccc(N(C)C)cc2)cc1,-2,0.4,0,4,8,1,3.4,1,6
CCOC(=O)C1=C(O)CSC1=Nc1ccc(Cl)cc1,3,0.0,1,0,5,-2,-3.4,1,-1
O=S(=O)(c1cccc2nonc12)N1CCN(c2cccc(Cl)c2)CC1,15,-0.6,-1,2,-4,-3,6.6,0,-6
O=C(Nc1cccc(Cl)c1)c1nc[nH]c1C(=O)NCCN(CCNC(=O)c1[nH]cnc1C(=O)Nc1cccc(Cl)c1)CCNC(=O)c1[nH]cnc1C(=O)Nc1cccc(Cl)c1,.,-0.2,4,.,4,.,.,.,-5
O=C(CC(c1ccccc1)c1ccccc1)NCC1CCCO1 (stereo unspecified),-2,0.1,7,5,-13,0,-2.2,-4,7
CCOC(=O)Cc1csc(NC(=O)c2csc3c2CCCC3)n1,-1,0.1,11,3,2,0,5.3,-2,4
CCn1cc(Br)c(C(=O)Nc2sc3c(c2C(N)=O)CCCC3)n1,-3,-0.2,4,4,4,-5,0.6,0,0
N#Cc1nc(COc2ccc(Br)cc2)oc1N1CCCCCC1,2,0.0,-3,8,2,1,5.1,-2,4
CCOC(=O)N1CCN(CC(O)COc2ccc(OC)cc2C(C)(C)C)CC1 (stereo unspecified),-11,0.1,0,-1,-14,-3,-2.4,-1,7
CCn1c(Cc2c(C)[nH]c3ccccc23)nnc1SCC(=O)NCc1ccccc1,6,0.0,-5,0,-3,0,3.6,3,-8

# Quoted from the listing.
# Fh CTSL1 inh with O=C(CC(c1ccccc1)c1ccccc1)NCC1CCCO1 (stereo unspecified) stands at -4
# Fh CTSL1 inh with CCOC(=O)C1=C(O)CSC1=Nc1ccc(Cl)cc1 stands at 1

# 2 compounds drawn at random from the list so far, as already listed:
SMILES,HCV core dimer,Efflux pump inh,proCasp3 act,PP1 inh,procasp7 counter,TPT1 inhibitor,PP5 inh,Fh CTSL1 inh,GASC-1 inh
CCOC(=O)C1=C(O)CSC1=Nc1ccc(Cl)cc1,3,0.0,1,0,5,-2,-3.4,1,-1
CCn1cc(Br)c(C(=O)Nc2sc3c(c2C(N)=O)CCCC3)n1,-3,-0.2,4,4,4,-5,0.6,0,0

# The list goes on:
SMILES,HCV core dimer,Efflux pump inh,proCasp3 act,PP1 inh,procasp7 counter,TPT1 inhibitor,PP5 inh,Fh CTSL1 inh,GASC-1 inh
Cc1cc(C=O)c(C)n1-c1ccc(N2CCCCC2)c([N+](=O)[O-])c1,10,-0.2,8,2,12,-3,-0.2,-3,-10
Cc1onc(-c2ccccc2)c1C(=O)N/N=C/c1c(F)cccc1Cl,-8,0.1,9,-2,1,-3,3.5,-2,12
COC(=O)C1C(=O)C2=C(CC1C)NC(C)=C(C(=O)OC(C)C)C2c1ccc(C)o1 (stereo unspecified),6,-0.1,0,-1,0,3,2.0,4,-31
CC1(C)C(=O)C2(CCCCC2)C(=O)OC1c1cccs1 (stereo unspecified),5,0.1,5,0,6,0,1.7,-4,-6
COc1ccccc1NC(=O)C(C)N1C(=O)c2ccccc2C1=O (stereo unspecified),0,0.1,-4,3,6,3,-0.5,-2,-15
O=C(NC12CC3CC(CC(C3)C1)C2)c1cc(F)c(F)c(F)c1F,-2,0.3,-1,0,7,44*,2.2,3,2
CSCCC(NC(=O)/C(=C/c1ccco1)NC(=O)c1ccco1)C(=O)O (stereo unspecified),3,0.0,2,-6,3,-3,-1.1,2,8
CN1C(c2ccc(F)cc2)=CS/C1=C(/C#N)c1nnc(N2CCOCC2)n1-c1ccccc1,2,0.0,-1,-6,-14,1,-1.5,0,-3
CN(Cc1ccccc1F)Cc1cc(=O)oc2cc(O)c(Cl)cc12,4,0.0,-1,0,-2,1,0.1,5,11
CC(=O)c1ccc(NS(=O)(=O)c2cc3c(cc2C)N(C(C)=O)CCO3)cc1,-6,-0.1,6,-1,-2,1,-1.1,-3,-37
COc1ccc(C(=O)NCC(=O)N/N=C/c2ccc(C)o2)cc1OC,-5,-9.2,2,-12,0,2,3.0,-2,18
Cc1cccc(C2CC(c3ccccc3)Nc3ncnn32)c1 (stereo unspecified),-1,0.0,4,-3,7,4,1.3,1,-3
O=C(C1=C[C@@H](c2ccccc2)C[C@@H](OCc2ccc(CO)cc2)O1)N1CCOCC1,-3,0.1,6,-3,-1,0,1.9,0,9
O=C(NCc1nc(-c2ccc(Cl)cc2)no1)c1ccc2c(c1)OCO2,6,0.0,-1,2,4,-3,-0.3,5,15
Cc1cnc(-c2nnc(N(C)C(=O)C3CCOC3)s2)cn1 (stereo unspecified),-6,-0.1,11,0,6,0,0.0,3,27
COC(=O)COc1ccc(S(=O)(=O)Nc2ccccc2SC)cc1,0,-0.1,5,-4,4,-5,1.8,2,6
CCc1ccc2c(c1)[C@H]1OCC[C@H]1[C@@H](c1cccs1)N2,-13,-0.2,6,-5,0,-6,2.5,0,-13
O=C(/C(=C/c1ccccc1)c1ccccc1)N1CCCCC1,7,0.1,3,-1,7,0,2.4,-2,-7
O=C(CCN1C(=O)C2C3C=CC(C3)C2C1=O)NC1CCCCC1 (stereo unspecified),-2,0.0,14,-3,15,-1,-1.9,1,4
CCOc1ccc(C2CC(c3ccccc3)Nc3nc(N)nn32)cc1 (stereo unspecified),0,0.2,12,-1,-10,-4,0.7,0,-2
O=C(/C=C/c1ccccc1Cl)Nc1ccc(S(=O)(=O)Nc2ncccn2)cc1,2,-0.1,3,-1,1,1,-0.7,2,-3
O=C1CCc2cc(S(=O)(=O)Nc3ccccc3Cl)ccc2N1,.,0.1,-5,-5,15,.,2.0,.,.
CCc1ccc(NC2=NCC(c3ccccc3)S2)cc1 (stereo unspecified),5,0.0,-8,4,4,2,3.5,2,5
CCOc1ccc(N2C(=O)c3cccnc3C2Nc2ccc(OC)cc2)cc1 (stereo unspecified),2,0.0,-3,4,4,1,1.2,-1,27
COCCCNC(=S)Nc1cc(C)c(C)cc1C,-6,0.5,-5,-3,2,4,3.2,2,1
Cc1ccc2cc(CN(c3ccc(C)c(C)c3)S(C)(=O)=O)c(=O)[nH]c2c1,6,0.1,5,0,3,-1,3.4,0,7
O=C(Nc1sc2c(c1C(=O)NCc1cccnc1)CCCC2)c1ccco1,4,0.0,3,4,2,-1,2.8,1,0
COc1ccc(OC)c(NC(=O)c2ccc3c(c2)C(=O)N(c2ccc(OC(C)=O)cc2)C3=O)c1,9,-0.1,-6,0,7,-1,0.1,-2,-1
Cn1cccc1C(=O)NC(=O)COC(=O)c1ccccc1O,6,-0.1,0,2,2,0,-0.7,-7,5
Cc1cc(OCc2cc(C(=O)NCCN3CCCCC3CO)no2)cc(C)c1Cl (stereo unspecified),-5,-5.8,8,2,7,7,0.1,1,-5
CCc1ccc(N2CC(C(=O)N/N=C/c3cc([N+](=O)[O-])ccc3O)CC2=O)cc1 (stereo unspecified),0,0.1,-8,8,-14,-2,2.3,4,-1
Cc1ccc(/C=C/c2ccc(N(C)C)cc2)[n+](C)c1,-19,4.4*,-6,2,-3,36*,1.4,2,-4
COc1ccc(C(=O)COC(=O)CNC(=O)c2cccs2)cc1Br,-9,0.0,0,6,4,-1,2.2,-20,5
CC(=O)NC1CCCc2c1cnn2-c1ccc(C(C)(C)C)cc1 (stereo unspecified),2,0.0,3,-3,4,-3,-0.2,1,-3
COc1ccc(C(=O)N/C(=C/c2cccs2)C(=O)NCCCn2ccnc2)cc1OC,0,-0.6,12,-1,-5,-1,-0.5,0,-1
COc1ccc(NC(=O)CN2C(=O)CSc3ccc(S(=O)(=O)N4CCC(C)CC4)cc32)cc1,11,0.0,6,3,9,-1,1.3,-2,-1
Cc1cc(C)c(C(=O)N2CCCC(CNS(=O)(=O)c3cccs3)C2)o1 (stereo unspecified),1,-0.2,1,-6,6,0,1.2,-5,-6
NC(=O)c1ccccc1OCC(=O)NC12CC3CC(CC(C3)C1)C2,4,0.1,2,-4,4,3,0.2,-4,0
CCC(C)c1ccc(S(=O)(=O)N2CCN3CCCC3C2)cc1 (stereo unspecified),5,0.1,-2,2,0,-1,-0.6,2,26
COc1ccc(C(=O)NCC(=O)OCC(=O)N2CC(C)OC(C)C2)cc1OC (stereo unspecified),.,-0.1,1,.,-2,.,.,.,3
O=C1CSC(=S)N1c1cccnc1,4,0.0,-8,4,-12,2,2.5,1,1
Cc1ccc(S(=O)(=O)N(C)C)cc1NC(=O)c1c(-c2c(F)cccc2Cl)noc1C,1,-0.1,-5,-4,1,-1,-0.5,-6,2

# High-throughput results (PubChem BioAssay)
